Screening data deposited in PubChem BioAssay by National Center for Advancing Translational Sciences (NCATS).
TDP1 block: blocks human tyrosyl-DNA phosphodiesterase 1; Q9NUW8; recombinant TDP1, AlphaScreen DNA substrate cleavage; Potency, µM (doses to about 130 µM), for inactives: at the highest dose activity change, negative = inhibition, hits mostly inhibitors; 350,000 compounds, 0.28% hits; note: nearly all actives have a fitted effect of over 40% in size
Target sequence (Q9NUW8 whole entry, looked up): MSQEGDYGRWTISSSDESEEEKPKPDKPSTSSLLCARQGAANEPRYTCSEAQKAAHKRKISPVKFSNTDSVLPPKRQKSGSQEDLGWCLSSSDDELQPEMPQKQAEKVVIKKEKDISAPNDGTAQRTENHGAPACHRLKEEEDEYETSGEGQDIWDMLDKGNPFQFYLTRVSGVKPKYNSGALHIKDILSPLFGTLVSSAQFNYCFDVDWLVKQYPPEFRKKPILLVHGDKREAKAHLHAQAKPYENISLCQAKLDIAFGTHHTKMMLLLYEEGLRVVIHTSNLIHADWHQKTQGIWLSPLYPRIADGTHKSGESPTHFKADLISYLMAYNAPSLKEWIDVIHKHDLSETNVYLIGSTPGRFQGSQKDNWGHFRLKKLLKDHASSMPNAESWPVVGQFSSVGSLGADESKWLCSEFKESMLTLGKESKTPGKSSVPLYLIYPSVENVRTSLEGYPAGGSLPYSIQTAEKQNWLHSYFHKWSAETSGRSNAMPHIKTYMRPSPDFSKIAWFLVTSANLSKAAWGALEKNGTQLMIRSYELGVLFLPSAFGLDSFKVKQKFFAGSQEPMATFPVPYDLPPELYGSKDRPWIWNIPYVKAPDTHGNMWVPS
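Signal: AlphaScreen proximity between streptavidin donor and anti-FITC acceptor beads on intact substrate. Reaction: Tdp1 1 nM, substrate 15 nM final, 5 min RT after 15 min compound preincubation.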
FEN1 inhibitor: human FEN1 inhibition; P39748; Recombinant FEN1 flap cleavage, fluorescence, 15 min; Potency, µM (titrated, usually from 114 µM), for inactives: at the top dose activity change, negative = inhibition, actives largely listed as inhibitors; 390,000 compounds, 0.35% hits; AID 588795; note: nearly all actives have a fitted effect of over 65% in size
Target sequence (P39748 whole entry, looked up): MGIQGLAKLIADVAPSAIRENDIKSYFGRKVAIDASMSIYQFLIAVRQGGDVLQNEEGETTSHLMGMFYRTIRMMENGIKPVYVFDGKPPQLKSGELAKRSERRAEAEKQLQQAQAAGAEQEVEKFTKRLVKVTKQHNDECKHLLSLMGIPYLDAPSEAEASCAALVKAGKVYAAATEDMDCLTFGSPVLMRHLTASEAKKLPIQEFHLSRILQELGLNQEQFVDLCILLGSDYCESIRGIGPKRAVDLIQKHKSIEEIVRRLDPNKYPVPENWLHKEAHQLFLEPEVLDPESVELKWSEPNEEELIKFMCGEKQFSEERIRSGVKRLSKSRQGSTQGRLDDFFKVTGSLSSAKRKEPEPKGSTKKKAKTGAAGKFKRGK
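FEN1 at 10 nM, compound pretreatment for 15 min (room temperature), 50 nM final substrate to initiate; endpoint reads at 0 and 15 min; DMSO-only plates used as vehicle background.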
N370S GC mod: N370S glucocerebrosidase modulation, Gaucher chaperone candidate; P04062; N370S GC spleen homogenate, 4MU-glucoside fluorescence; Potency, µM (doses to about 59.4 µM), inactives show at the highest dose activity change, negative = inhibition, most hits filed as inhibitors; 330,000 compounds, 0.092% hits;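 note: 0% = full enzyme activity and -100% = no enzyme basal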
* hit, by the source's call; [ ] = remark or other dose. Calls come from the whole dose curve; as a rule, active = well fitted curve in the direction sought with a large enough effect; inconclusive = small, poorly fitted or top-dose-only effect, or another doubt; inactive = no such curve, though single readings can be large; an effect the other way counts as inactive or inconclusive. Unless noted, % is set by controls: 0 for no effect and ±100 for the full control effect; potency is the fitted concentration of half-maximal effect.

For CC(=O)c1ccc(Sc2ccc(C(C)=O)cc2)cc1 the results were TDP1 block 0.0%, FEN1 inhibitor -7.1% and N370S GC mod 26.4%.
`COCCC(=O)N1CCCC(C(=O)c2ccc3c4c(cccc24)CC3)C1` (stereo not given) gave TDP1 block 4.9%, FEN1 inhibitor -0.6% and N370S GC mod 4.8%.
Screening CCN(Cc1ccc(NC(C)=O)cc1)CC1CCCN(CCc2cccc(OC)c2)C1 (stereo not given) returned FEN1 inhibitor 20.3% and N370S GC mod -8.9%.
For Cc1ccc2nc3sc(C(=O)N4CCCc5ccccc54)c(N)c3cc2c1 the results were TDP1 block 0.0%, FEN1 inhibitor -14.0% and N370S GC mod 3.7%.
`COc1ccc(/C=N/N=C/c2ccc(OC)c(OC)c2)cc1OC` gave TDP1 block 4.5%, FEN1 inhibitor 1.8% and N370S GC mod 1.2%.
For O=C(O)c1ccc(N/N=C/c2ccc3c(c2)OCO3)cc1 the results were TDP1 block 3.6%, FEN1 inhibitor 7.6% and N370S GC mod -9.0%.
Screening COc1cc(C2CC(=O)N3CN(c4ccccc4C)CSC3=C2C#N)cc(OC)c1OC (stereo not given) returned TDP1 block 0.0% and N370S GC mod -11.8%.
Screening CC(C)NC(=O)CC(=O)N/N=C\c1ccccc1C(=O)O returned TDP1 block 6.0%, FEN1 inhibitor -0.6% and N370S GC mod -1.1%.
`C/C(=N/NC(=O)c1ccc2c(c1)OCO2)c1cccc(NC(=O)C(C)(C)C)c1` gave TDP1 block 1.1%, FEN1 inhibitor 4.8% and N370S GC mod 9.8%.
`O=C(NS(=O)(=O)c1ccc2c(c1)OCCO2)c1ccccc1` gave TDP1 block 6.8%, FEN1 inhibitor -4.5% and N370S GC mod -2.6%.
For NC(N)=N/N=C/c1cccc(Cl)c1Cl the results were TDP1 block 3.6%, FEN1 inhibitor -5.1% and N370S GC mod -12.6%.
For CCCCC(=O)OCC(=O)N1N=C(c2c[nH]c3ccccc23)C(O)C1c1ccc(OC)cc1 (stereo not given) the results were FEN1 inhibitor -10.6% and N370S GC mod -8.5%.
`Fc1ccc(CN2CCc3nc(N4CCN(c5ccccc5F)CC4)ncc3C2)c(F)c1` gave TDP1 block 1.2% and FEN1 inhibitor 0.0%.
`COC(=O)[C@@]12CCCCN1[C@H](c1ccc(-c3ccccc3)cc1)[C@H]1C(=O)N(C)C(=O)[C@H]12` gave TDP1 block -0.9%, FEN1 inhibitor 1.0% and N370S GC mod 1.8%.
`COc1ccc(CN2CCCC(C(=O)N3CCCCC3)C2)cc1OC` (stereo not given) gave FEN1 inhibitor -9.1% and N370S GC mod 1.5%.
CCN(CC)C(=O)C1CCCN(Cc2cccc(F)c2)C1 (stereo not given) was read as TDP1 block -3.0%, FEN1 inhibitor -1.5% and N370S GC mod -1.8%.
For CCOC(=O)c1c(C)[nH]c(CCC(=O)NCc2ccc(OC)cc2OC)c1C the results were TDP1 block 2.7% and FEN1 inhibitor 9.9%.
For CS(=O)(=O)c1ccc(NS(=O)(=O)c2ccc(Cl)c(C(=O)NC3=NCCS3)c2)cc1 the results were TDP1 block 0.0% and FEN1 inhibitor -0.8%.
Screening CCOC(CCc1c(C)nc(NC(C)=O)[nH]c1=O)OCC returned FEN1 inhibitor 0.6% and N370S GC mod 9.5%.
CC1CC(C)CN(C(=O)c2cc3c(s2)CCC3)C1 (stereo not given) was read as TDP1 block -1.8%, FEN1 inhibitor -2.7% and N370S GC mod 3.9%.
Screening Nc1nc(SCC(=O)Nc2cc(C(F)(F)F)ccc2N2CCOCC2)n[nH]1 returned TDP1 block -5.9%, FEN1 inhibitor 3.8% and N370S GC mod -0.2%.
For CSCC[C@H](NC(=O)Nc1ccccc1C)C(=O)O the results were TDP1 block 2.8%, FEN1 inhibitor 18.9% and N370S GC mod -6.8%.
O=C(O)CNS(=O)(=O)c1ccc(-c2ccccc2)cc1 was read as TDP1 block -5.3% and N370S GC mod -0.9%.
For CCN(CC)c1cc2nonc2c2nonc12 the results were TDP1 block -7.8%, FEN1 inhibitor -19.1% and N370S GC mod 5.7%.
`C/C(CS(=O)(=O)c1ccc(Cl)c(Cl)c1)=N/NC(N)=S` gave TDP1 block -1.2%, FEN1 inhibitor 4.8% and N370S GC mod 22.7%.
Screening COc1ccc(NC(=O)CCc2nnc3n(Cc4ccc(C)cc4)c(=O)c4ccccc4n23)cc1 returned TDP1 block -2.0% and FEN1 inhibitor 12.4%.
`COC(=O)C1=C(C(=O)OC)[C@@H]2N(C)c3ccccc3[C@@]23C[C@@H](C(=O)OC)N(S(=O)(=O)c2c(C)noc2C)C3=N1` gave TDP1 block 11.3%[12.3 µM] and N370S GC mod 0.5%[12.8 µM].
For Cc1cccc(NC(=O)C(=O)NCC(c2cccnc2)N2CCc3ccccc32)c1C (stereo not given) the results were TDP1 block -1.3% and FEN1 inhibitor 0.5%.
CC(=O)c1ccc(N2CCC(c3cc(-c4ccc(Cl)cc4)n[nH]3)CC2)c([N+](=O)[O-])c1 was read as TDP1 block 8.6%, FEN1 inhibitor -1.8% and N370S GC mod 16.8%.
For O=C(Nc1ccnn1C1CCN(C/C=C/c2ccccc2)CC1)c1ccccc1Cl the results were TDP1 block 3.4%, FEN1 inhibitor -2.5% and N370S GC mod -15.5%.
Screening CC(=O)Nc1ccc(NC(=O)CN2C(=O)CC(c3ccco3)Sc3ccccc32)cc1 (stereo not given) returned TDP1 block -9.8% and FEN1 inhibitor 16.7%.
COc1ccc(N(CC(=O)Nc2c(C)n(C)n(-c3ccccc3)c2=O)S(=O)(=O)c2ccc(F)cc2)cc1 was read as TDP1 block 5.9%, FEN1 inhibitor -4.0% and N370S GC mod 4.2%.
Screening COc1ccc(C(=O)Nc2cccc(N(C)S(C)(=O)=O)c2)cc1OC returned TDP1 block 5.5%, FEN1 inhibitor -2.6% and N370S GC mod 2.2%.
For O=C(c1ccc([N+](=O)[O-])o1)N1CCc2ccccc2C1 the results were TDP1 block 1.9%, FEN1 inhibitor 7.7% and N370S GC mod 10.6%.
`Cc1ccc(C(=O)NCc2ccc3c(c2)CCO3)cc1C` gave TDP1 block 3.7%, FEN1 inhibitor -4.5% and N370S GC mod 11.1%.
O=c1c2sc3ccccc3c2n(Cc2ccc(Cl)cc2)c(=O)n1Cc1ccco1 was read as TDP1 block 0.0% and FEN1 inhibitor -6.2%.
`CCCCOC(=O)c1ccc(NC(=O)CSc2nc3c(c(=O)[nH]2)CCCC3)cc1` gave TDP1 block 2.9% and FEN1 inhibitor -4.2%.
For Cc1nn(CC(=O)NCc2cccs2)c(=O)c2nn(-c3ccccc3)c(C)c12 the results were TDP1 block 1.5%, FEN1 inhibitor -11.9% and N370S GC mod -2.7%.
NC(=NCCc1c[nH]c2ccccc12)NS(=O)(=O)c1ccc(F)cc1 was read as TDP1 block 6.7%, FEN1 inhibitor 1.6% and N370S GC mod 2.9%.
Screening COc1ccc(-c2cc(=O)oc3cc(OCC(=O)NCC(O)c4ccccc4)ccc23)cc1 (stereo not given) returned FEN1 inhibitor 23.6% and N370S GC mod 5.3%.
For COc1ccc(-c2cc(C(=O)Oc3ccc(Cl)cc3)c3ccccc3n2)cc1 the results were TDP1 block -2.2%[12.3 µM] and FEN1 inhibitor 6.6%.
For COc1cccc(C(=O)Nc2ccc3nc(N4CCN(c5ncccn5)CC4)cc(C)c3c2)c1OC the results were TDP1 block 0.2% and N370S GC mod inconclusive.
`CCOC(=O)N1CCN(C(=O)CCSCCc2ccncc2)CC1` gave TDP1 block 0.0%, FEN1 inhibitor 0.2% and N370S GC mod -4.0%.
Screening CCCCCCCC(=O)OCCOC(=O)CCCCCCC returned TDP1 block 2.0% and N370S GC mod 1.2%.
COc1ccc(Cn2cnc3sccc3c2=O)cc1 was read as TDP1 block 0.0%, FEN1 inhibitor -5.2% and N370S GC mod -0.2%.
`COC(=O)C1CCCCN1C(=O)CCc1nnc(CCc2c[nH]c3ccccc23)o1` (stereo not given) gave TDP1 block -3.6%, FEN1 inhibitor -7.2% and N370S GC mod 7.2%.
For CC(C)(C)C(=O)OCc1cn(-c2ccc(Cl)cc2)nn1 the results were TDP1 block 2.5%, FEN1 inhibitor 2.3% and N370S GC mod inconclusive.
For CC1Sc2ccc(C(=O)Nc3ccc(S(=O)(=O)N(C)C)cc3)cc2NC1=O (stereo not given) the results were FEN1 inhibitor 11.5% and N370S GC mod -6.4%.
Screening C=CCN(CC=C)S(=O)(=O)c1ccc(NC(=S)NC(=O)/C=C/c2ccc(C)cc2)cc1 returned TDP1 block 6.1%, FEN1 inhibitor -17.9% and N370S GC mod -21.3%.
`COc1cc(C=O)ccc1OCCCCOc1ccccc1[N+](=O)[O-]` gave TDP1 block 2.7%, FEN1 inhibitor -5.9% and N370S GC mod 8.1%.
For CCc1ccc(NC(=O)C2CCN(S(=O)(=O)c3c(C)noc3/C=C/N(C)C)CC2)cc1 the results were TDP1 block 5.2%, FEN1 inhibitor -22.3% and N370S GC mod -2.9%.
`COc1ccccc1C1CCN(Cc2cccc([N+](=O)[O-])c2)CC1` gave TDP1 block 7.5%, FEN1 inhibitor 6.0% and N370S GC mod -8.1%.
O=C(COC(=O)c1cccnc1Cl)NC1CCCc2ccccc21 (stereo not given) was read as TDP1 block 0.6% and FEN1 inhibitor 2.0%.
`CNC(=O)NC(=O)C(OC(=O)Cc1cccc(C(F)(F)F)c1)c1ccccc1` (stereo not given) gave TDP1 block 5.3%, FEN1 inhibitor 0.6% and N370S GC mod -6.0%.
For Cc1cccc(OCC(=O)NCC(=O)n2nc(C)cc2C)c1 the results were TDP1 block 3.1%, FEN1 inhibitor -1.6% and N370S GC mod -2.3%.
Screening O=C(c1ccccc1)N1CCCC(C(=O)N2CCc3ccccc3C2)C1 (stereo not given) returned TDP1 block -1.5%, FEN1 inhibitor 4.1% and N370S GC mod 6.7%.
`CCOC(=O)c1ccccc1NC(=O)c1ccc(NS(C)(=O)=O)cc1` gave TDP1 block 0.0%, FEN1 inhibitor 4.6% and N370S GC mod 26.2%.
`CC(C)(C)OC(=O)N1CCC[C@H]1c1nnc(SCC(=O)Nc2cccc(Cl)c2)o1` gave TDP1 block 2.7%, FEN1 inhibitor 10.4% and N370S GC mod -13.0%.
For O=C(NCc1ccco1)C1CCCN(S(=O)(=O)c2cc(Cl)ccc2Cl)C1 (stereo not given) the results were TDP1 block 5.1%[56.1 µM], FEN1 inhibitor 11.0% and N370S GC mod 3.1%.
`Cc1ccc(-c2cc(C(=O)Nc3nccs3)c3ccccc3n2)o1` gave TDP1 block -2.6%, FEN1 inhibitor -11.3% and N370S GC mod -1.5%.
Screening O=C(NNC(=S)Nc1ccccc1)c1ccc2ncccc2c1 returned TDP1 block 4.7%, FEN1 inhibitor 9.7% and N370S GC mod 9.3%.
Screening C/C=C/c1ccc(OC)cc1 returned TDP1 block -8.5%[56.1 µM] and N370S GC mod 4.4%.
`CN1/C(=C\C(=O)Nc2ccc(F)cc2)C(C)(C)c2ccccc21` gave TDP1 block 8.2%, FEN1 inhibitor -12.1% and N370S GC mod -14.1%.
For CCn1c(=S)sc2c(=O)[nH]c(SCC(=O)Nc3cc(OC)ccc3OC)nc21 the results were TDP1 block 5.2%, FEN1 inhibitor -8.6% and N370S GC mod -5.7%.
O=C(NCc1cccs1)c1ccccc1[N+](=O)[O-] was read as TDP1 block 2.7%, FEN1 inhibitor -4.4% and N370S GC mod -21.5%.
COc1ccc([C@@H]2C[C@@H](c3ccccc3)Oc3cc(C)cc(C)c32)cc1 was read as TDP1 block 0.0%, FEN1 inhibitor 3.6% and N370S GC mod -13.8%.
`CCc1ccccc1NC(=O)CSc1ncccc1C(=O)O` gave TDP1 block 5.2% and FEN1 inhibitor 14.6%.

Part of the list above in order of formula weight, high to low:
Screening C=CCN(CC=C)S(=O)(=O)c1ccc(NC(=S)NC(=O)/C=C/c2ccc(C)cc2)cc1 returned TDP1 block 6.1%, FEN1 inhibitor -17.9% and N370S GC mod -21.3%.
For O=C(NCc1ccco1)C1CCCN(S(=O)(=O)c2cc(Cl)ccc2Cl)C1 (stereo not given) the results were TDP1 block 5.1%[56.1 µM], FEN1 inhibitor 11.0% and N370S GC mod 3.1%.
`CCOC(=O)N1CCN(C(=O)CCSCCc2ccncc2)CC1` gave TDP1 block 0.0%, FEN1 inhibitor 0.2% and N370S GC mod -4.0%.
`COc1ccc(/C=N/N=C/c2ccc(OC)c(OC)c2)cc1OC` gave TDP1 block 4.5%, FEN1 inhibitor 1.8% and N370S GC mod 1.2%.
Screening CCOC(CCc1c(C)nc(NC(C)=O)[nH]c1=O)OCC returned FEN1 inhibitor 0.6% and N370S GC mod 9.5%.
For O=C(O)c1ccc(N/N=C/c2ccc3c(c2)OCO3)cc1 the results were TDP1 block 3.6%, FEN1 inhibitor 7.6% and N370S GC mod -9.0%.
